# Screens from PubChem BioAssay.
# ER stress death: protection against thapsigargin ER stress killing – CSM14.1 cells, ATP luminescence, primary screen; CSM14.1 thapsigargin ER stress survival; relative survival (cellular ATP), % at 15 µg/mL (by protocol); AID 1010, 2008; 48,000 compounds, 0.33% hits;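 active = survival measured by cellular ATP above 50% at 15 µg/ml in the first screen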;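 note: cell death triggered by about 15 µM thapsigargin; ATP read 24 h after thapsigargin was added; plate controls were thapsigargin with DMSO for no effect and DMSO without thapsigargin for full effect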
# * = called active by the depositor. Some of the compounds tested, so the mix of outcomes need not match the whole.
# The opening 4 compounds as a preview:
SMILES,ER stress death
O=C(COc1ccccc1)N1N=C(c2ccc([N+](=O)[O-])cc2)CC1(O)C(F)(F)F (stereo not drawn),3
CC(NC(=O)C12CC3(C)CC(C)(CC(C)(C3)C1)C2)C(=O)Nc1ccc(F)cc1F (stereo not drawn),-5
CCOC(=O)c1ccc2nc(NC(=O)COC(=O)c3cc4ccccc4o3)sc2c1,-4
CC(=O)CC(=O)Nc1ccc2c(c1)OCO2,0

# The listing, from the start:
SMILES,ER stress death
O=C(COc1ccccc1)N1N=C(c2ccc([N+](=O)[O-])cc2)CC1(O)C(F)(F)F (stereo not drawn),3
CC(NC(=O)C12CC3(C)CC(C)(CC(C)(C3)C1)C2)C(=O)Nc1ccc(F)cc1F (stereo not drawn),-5
CCOC(=O)c1ccc2nc(NC(=O)COC(=O)c3cc4ccccc4o3)sc2c1,-4
CC(=O)CC(=O)Nc1ccc2c(c1)OCO2,0
CC1=C(C(=O)Nc2ccc(Cl)cc2)C(c2cccc(Br)c2)NC(=O)N1 (stereo not drawn),0
O=C(Nc1ccccc1)c1ccc(Cl)c(Cl)c1,5
COc1ccc(NC(=O)C(=O)N/N=C/c2ccc(OC)cc2OC)cc1,6
Cc1c(C(=O)Nc2ccc3oc(-c4ccccc4Br)nc3c2)cccc1[N+](=O)[O-],-2
Cc1cccc(-c2nc3ccccc3[nH]2)c1,-6
CN=C(NOCc1ccc(Cl)cc1Cl)c1nonc1N,-18
O=C(Nc1cccc(-c2nc3ccccc3s2)c1)c1cc2ccccc2o1,4
CC(C)NC(=O)C(=O)NCc1ccc2c(c1)OCO2,5
O=C(Cc1ccc(Cl)cc1)Nc1cccc([N+](=O)[O-])c1,3
CC(=O)COc1ccc2c3c(c(=O)oc2c1)CCC3,11
CCCc1cc(=O)oc2cc(OCc3cccc(Cl)c3)ccc12,-6
COc1cc(/C=C2\C(=O)NC(=O)N(c3ccc(Cl)cc3)C2=O)cc(I)c1OC,2
CCCCNc1ncnc2c1cnn2-c1ccccc1,-4
O=C(NNc1nc(-c2ccccc2)c2cc(Cl)ccc2n1)c1ccc(Cl)cc1Cl,1
NS(=O)(=O)c1ccc(NC(=O)c2cncc(Br)c2)cc1,1
COc1ccc(C(=O)O)cc1NC(=O)CC(=O)c1ccc([N+](=O)[O-])cc1,-3
COc1cc(/C=C2/SC(=S)NC2=O)ccc1OC(=O)c1ccc(Cl)cc1,2
O=C(CN1CCN(CCN2C(=O)c3cccc4cccc(c34)C2=O)CC1)c1ccccc1,4
Cc1ccc(C(=O)/C=C/c2ccccc2[N+](=O)[O-])cc1,1
COc1cc(C(=O)Nc2cc(-c3nc4cc(Cl)cc(Cl)c4o3)ccc2C)cc(OC)c1OC,2
Fc1ccc(Cc2cnc(Nc3ccc(F)cc3)s2)cc1,9

# 6 structures from above, ordered by molecular weight, low to high.
SMILES,ER stress death
O=C(Nc1ccccc1)c1ccc(Cl)c(Cl)c1,5
CCCc1cc(=O)oc2cc(OCc3cccc(Cl)c3)ccc12,-6
NS(=O)(=O)c1ccc(NC(=O)c2cncc(Br)c2)cc1,1
CC(NC(=O)C12CC3(C)CC(C)(CC(C)(C3)C1)C2)C(=O)Nc1ccc(F)cc1F (stereo not drawn),-5
O=C(CN1CCN(CCN2C(=O)c3cccc4cccc(c34)C2=O)CC1)c1ccccc1,4
Cc1c(C(=O)Nc2ccc3oc(-c4ccccc4Br)nc3c2)cccc1[N+](=O)[O-],-2

# (list continues)
SMILES,ER stress death
COc1ccc(OC)c(NC(=O)c2ccc(CN3CCc4ccccc4C3)cc2)c1,8
CCCc1nnc(NC(=O)CNc2ccc(F)cc2)s1,18
C=CCn1c(-c2cccc(Br)c2)n[nH]c1=S,14
CCOC(=O)c1ccc(-c2ccc(C(=O)Nc3ccc(-c4nc5ccccc5s4)c(O)c3)o2)cc1,3
COc1ccc(OCc2nc(-c3ccccn3)no2)cc1,-3
COc1ccccc1OCCCCOc1ccc(Cl)c(C)c1,2
COC(=O)c1ccc(COc2ccc3c(oc(=O)c4ccccc43)c2C)cc1,10
C=CCN1C(=O)/C(=C\c2cccc(OS(=O)(=O)c3ccc(C)cc3)c2)SC1=S,9
COc1ccc(/C=C2\SC(=O)N(CCC(=O)N3CCCCC3)C2=O)cc1OC,0
COC(=O)c1ccc(C(=O)OC)c(NC(=O)/C=C/c2ccc(F)cc2)c1,6
Cc1cccc2c(=O)oc(-c3ccc(F)cc3)nc12,10
COc1cc(/C=N\Nc2nnc(C)c(=O)[nH]2)cc([N+](=O)[O-])c1O,-7
COc1ccccc1NC(=O)CN1C(=O)c2ccccc2C1=O,1
Cc1ccc(S(=O)(=O)Nc2ccc(NC(=O)c3sc4cc(C)ccc4c3Cl)cc2)cc1,6
CCc1cc2c(=O)c(-c3nc4ccccc4n3C)c(C)oc2c(CN2CCOCC2)c1O,-8
O=[N+]([O-])c1cccc(-c2n[nH]c(-c3ccccc3)c2-c2nc3ccccc3[nH]2)c1,4
CCOC(=O)C1=C(C)N=c2s/c(=C\c3cc([N+](=O)[O-])cc(Br)c3O)c(=O)n2C1c1cccs1 (stereo not drawn),9
Cc1ccc(C(NC(=O)c2ccccc2)c2c(O)ccc3ccccc23)cc1 (stereo not drawn),11
CC(/C=N\N1CCN(c2ccccc2)CC1)=C\c1ccccc1,12
O=C(Cc1ccccc1)NC(c1ccc(Cl)cc1)c1c(O)ccc2ccccc12 (stereo not drawn),14
Cc1ccc(N2C(=O)NC(=O)/C(=C\c3ccc(OCC(=O)O)c(Br)c3)C2=O)cc1,3
CCOP(=O)(OCC)C(Nc1ccc(I)cc1)c1ccc(O)cc1 (stereo not drawn),-2
C=CCc1ccccc1OCC(=O)NN,6
COc1ccc(C(=O)OCC(=O)c2ccc([N+](=O)[O-])cc2)cc1OC,-2
CCC1CCc2c(sc3nc(SCC(=O)NCc4ccco4)n(-c4ccccc4)c(=O)c23)C1 (stereo not drawn),9
# (next part)
SMILES,ER stress death
COc1cc(NC(=O)COc2cccc3ccccc23)cc(OC)c1,6
Cc1ccccc1NC(=O)CSc1ccc(Cl)cc1Cl,7
COc1ccccc1OCCNC(=O)Nc1cc(F)c(F)cc1Cl,14
CCOC(=O)CC(=O)CSc1nc(C)c2cc(OCC)ccc2n1,6
CC(=O)Nc1ccc(NC(=O)c2cc(Cl)ccc2Cl)cc1,2
CCOC(=O)c1cccc(NC(=O)c2ccncc2)c1,2
COC(=O)COc1ccc(/C=N/n2cnnc2)cc1OC,9
CC(=O)c1ccc(NC(=O)CN(c2cccc([N+](=O)[O-])c2)S(=O)(=O)c2ccccc2)cc1,14
CC1=CC(C)(C)Nc2ccc(OC(=O)c3ccccc3)cc21,-4
O=S(=O)(c1ccc(Br)cc1Br)n1cnc2ccccc21,-3
O=C(O)c1ccc(CP(=O)(c2ccccc2)c2ccccc2)cc1,10
CCOc1c(Br)cc(/C=C2/C(=O)NN(c3ccc(CC)cc3)C2=O)cc1OC,2
CCOc1ccc(N(CC(=O)NCCOC)S(=O)(=O)c2ccc(SC)cc2)cc1,4
C1CCN(c2nc3nonc3nc2N2CCCCC2)CC1,13
Cc1cc(C)nc(/N=C(\N)Nc2cc(C(F)(F)F)ccc2Cl)n1,11
Cc1ccc(OCC(=O)NCc2ccc(Cl)cc2)c(Br)c1,6
CCNC(=O)CC1S/C(=N\N=C(/C)c2ccc([N+](=O)[O-])cc2)NC1=O (stereo not drawn),3
CCOc1ccc(N/C=C\C(=O)c2ccc3c(c2)OCO3)cc1,5
C/C(=N\Nc1nc(-c2ccccc2)cs1)c1ccc([N+](=O)[O-])cc1,8
CN1C(=O)/C(=N\OC(=O)c2cccc(F)c2)c2ccccc21,8
CCOC(=O)c1c(NC(=O)C(CC)Oc2ccccc2)sc(C(=O)N(CC)CC)c1C (stereo not drawn),1
Cc1ccc(S(=O)(=O)N/N=C/c2ccc(-c3ccc([N+](=O)[O-])cc3C)o2)cc1,-2
CCOc1ccc(/C=C2\SC(=S)N(CCC(=O)N3CCN(C)CC3)C2=O)cc1,-2
COc1ccc2oc(=O)c(-c3csc(NC(=O)/C=C\C(=O)O)n3)cc2c1,-3
CCOc1ccc(C2Nc3ccccc3-c3nnc(SC)nc3O2)cc1 (stereo not drawn),8
# Remaining list, next part:
SMILES,ER stress death
Cc1ccc2oc(Nc3nc(C)cc(=O)[nH]3)nc2c1,-2
O=C(NCCNc1ccc([N+](=O)[O-])cc1)c1cccc2c(Br)cccc12,0
NC(=O)c1ccccc1NC(=O)c1ccc(I)cc1,3
COc1ccccc1C(=O)O/N=C(/c1ccncc1)c1ccc([N+](=O)[O-])cc1,12
CCCC(=O)Nc1cccc(NC(=O)COc2cc(C)ccc2C(C)C)c1,-8
Cc1ccc2nc(SCC(=O)Nc3cccc([N+](=O)[O-])c3)[nH]c2c1,-2
C=CCN1C(=O)/C(=C\c2ccc(OC(=O)c3ccc(Cl)cc3Cl)cc2)SC1=S,3
O=C(Nc1nc2ccc(Cl)cc2s1)c1ccc(Br)cc1,-9
Cc1cc(C)c(NC(=O)COc2cc(C)c(Cl)c(C)c2)c(C)c1,3
COc1ccc(C(=O)Nc2cc(C(F)(F)F)cc(C(F)(F)F)c2)cc1OC,-3
CC(=O)Oc1ccc(-c2cccc(C(=O)NCCCO)c2)cc1,1
Cc1ccc(/C(N)=N/OC(=O)c2cccc(C)c2)cc1,0
Cc1cnnn1-c1cccc([N+](=O)[O-])c1,9
Cn1cnc([N+](=O)[O-])c1Sc1nccc(Nc2ccccc2)c1C#N,-1
N#C/C(=C/c1ccc(OCC(=O)O)cc1)C(=O)Nc1cccc(Br)c1,2
CC1(C)CC(=O)C2=C(C1)N=C1c3ccccc3C(=O)C1C2c1ccc(Br)cc1 (stereo not drawn),5
COCC(O)CSCc1ccccc1 (stereo not drawn),-5
O=C1C(=O)N(CCCn2ccnc2)C(c2cccc(F)c2)/C1=C(\O)c1ccc(Cl)cc1 (stereo not drawn),-1
Cc1ccccc1OCC(=O)NNC(=O)c1ccccc1C,2
Cc1cc(=O)cc(C)n1-c1ccc(Cl)cc1,11
CN(C)NC(=O)C1CCC(C)(C(=O)O)C1(C)C (stereo not drawn),6
Cc1cc(Cl)ccc1OCC(=O)Nc1ccc([N+](=O)[O-])cc1,4
COc1ccc(C2CC(=O)Nc3c2cc(Br)c2ccccc32)c(OC)c1 (stereo not drawn),1
CCOC(=O)C1=C(C)N=c2s/c(=C\C=C\c3ccccc3)c(=O)n2C1c1cccc([N+](=O)[O-])c1 (stereo not drawn),0
O=C(NC12CCC(O)C(SC1)/C2=N/O)c1ccccc1 (stereo not drawn),19
# Additional records
SMILES,ER stress death
C=CCNC(=O)C1CC(=O)N(c2ccc(CC)cc2)C1 (stereo not drawn),10
Cc1c(NC(=O)c2ccc3c4c(cccc24)CC3)c(=O)n(-c2ccccc2)n1C,2
COc1ccc(N(CC(O)CN(Cc2ccccc2)Cc2ccccc2)S(=O)(=O)c2ccc(C)cc2)cc1 (stereo not drawn),-1
CCOc1ccc(C(=O)Nc2cccc(C(C)=O)c2)cc1,-6
Cc1cc(Cl)ccc1OC(C)C(=O)NCCc1ccccc1 (stereo not drawn),-2
FC(F)(F)c1ccccc1/C=N\N1CCN(c2ccccc2)CC1,0
COc1ccc(OC)c(C2=C/C(=C/c3ccc4c(c3)OCO4)C(=O)O2)c1,11
O=C1C2C3C=CC(CC3)C2C(=O)N1c1ccc(Br)cc1[N+](=O)[O-] (stereo not drawn),-3
CCc1cccc(C)c1NC(=O)CCC(=O)O,10
COC(=O)c1ccccc1NC(=O)CN(c1ccc(Br)cc1)S(C)(=O)=O,4
O=C(c1cccc(Cl)c1)N1CCCc2ccccc21,9
COc1ccc(N/C(C)=C/C(=O)c2ccc(Cl)cc2)c(OC)c1,10
Cc1ccc(C(=O)Oc2ccc(NS(=O)(=O)c3cc(C)ccc3C)cc2)cc1,7
CN(C)c1ccc(/C=N/OC(=O)Nc2ccccc2)cc1,-12
Cc1cccc(C)c1NC(=O)c1ccc(CN2CCOCC2)cc1,1
O=C(O)c1c(Br)c(Br)c(Br)c(Br)c1C(=O)N1CCOCC1,-2
C=CCN1C(=O)C(Cc2ccc(OC)cc2)S/C1=N\N=C\c1cccs1 (stereo not drawn),-2
COc1ccc(NS(=O)(=O)c2ccc(F)cc2)cc1OC,14
CC(C)Oc1ccc(CN(C)C)cc1CN(C)C,9
CC(C)COc1ccc(/C=C2\SC(=S)NC2=O)cc1,5
O=C1NC(=O)N(c2cccc(Br)c2)C(=O)/C1=C/c1cccc([N+](=O)[O-])c1,3
Nc1ccc2c(c1)C(=O)N(c1ccccc1)C2=O,10
O=C1CCCN1CP(=O)(O)CN1CCCC1=O,7
O=C(COc1ccc(Cl)cc1)NNC(=O)C1CCCCC1,5
O=C(/C=C/c1ccc(-c2cccc([N+](=O)[O-])c2)o1)c1ccco1,19

# Random excerpt: four compounds from above, in no set order.
SMILES,ER stress death
COc1ccc(N(CC(O)CN(Cc2ccccc2)Cc2ccccc2)S(=O)(=O)c2ccc(C)cc2)cc1 (stereo not drawn),-1
C=CCN1C(=O)C(Cc2ccc(OC)cc2)S/C1=N\N=C\c1cccs1 (stereo not drawn),-2
COc1ccc(NS(=O)(=O)c2ccc(F)cc2)cc1OC,14
O=C(/C=C/c1ccc(-c2cccc([N+](=O)[O-])c2)o1)c1ccco1,19

# Next section:
SMILES,ER stress death
CCOc1ccc2oc(=O)cc(C)c2c1,2
O=C(COc1ccccc1)NCCCN1CCOCC1,-1
O=C1C(=C2c3ccccc3C(=O)C2C2c3ccccc3Oc3ccccc32)C(=O)c2ccccc21 (stereo not drawn),-2
CCCCCC(=O)NNC(=O)Cc1ccc(OC)cc1,18
Cc1cc(C)nc(/N=C(/N)Nc2cccc(N)c2)n1,-7
CCOc1ccc(C(=O)Nc2cc(C)ccn2)cc1Br,-2
CCOC(=O)C1=C(C)NC(C)=C(C(=O)OC)C1c1ccc(Cl)cc1 (stereo not drawn),1
CCC(C)N1CCN(S(=O)(=O)c2ccccc2)CC1 (stereo not drawn),1
CCOC(=O)Oc1ccc2oc(=O)cc(C)c2c1,1
O=C(CSc1nc2ccc([N+](=O)[O-])cc2s1)c1ccc(F)cc1,4
Cc1ccc(CN2C(=O)CSC2c2cn(-c3ccccc3)nc2-c2ccccc2)cc1 (stereo not drawn),4
O=C1NC(=O)N(c2ccc(Cl)cc2)C(=O)/C1=C\c1ccc(-c2ccccc2[N+](=O)[O-])o1,5
